Compound activity from PubChem.
Polio RdRp inh = poliovirus RNA polymerase inhibition. poliovirus polymerase elongation, fluorescence polarization; hits give low values. AID 588519. % elongation, % (compound at 16.7 µg/mL). 0.66% of 150,000 active; in the data active = % elongation below about 90%; also: some results filed as inactive read as strong as hits
Target sequence (P03300 1749-2209 limits assumed): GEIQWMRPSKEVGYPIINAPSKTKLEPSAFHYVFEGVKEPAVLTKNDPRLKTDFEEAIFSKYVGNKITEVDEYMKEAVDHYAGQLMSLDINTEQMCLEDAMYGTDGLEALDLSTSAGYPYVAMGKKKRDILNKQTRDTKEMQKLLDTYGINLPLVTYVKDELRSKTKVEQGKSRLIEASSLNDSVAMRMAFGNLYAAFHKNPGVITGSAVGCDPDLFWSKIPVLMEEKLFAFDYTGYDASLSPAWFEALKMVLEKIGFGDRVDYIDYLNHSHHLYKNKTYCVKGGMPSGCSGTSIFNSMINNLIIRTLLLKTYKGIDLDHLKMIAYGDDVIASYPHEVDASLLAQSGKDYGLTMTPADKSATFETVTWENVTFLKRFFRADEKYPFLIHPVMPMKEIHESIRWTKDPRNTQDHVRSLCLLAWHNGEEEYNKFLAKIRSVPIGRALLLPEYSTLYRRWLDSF
Polio RdRp inh FP z-score = second read-out of Polio RdRp inh, no call of its own (marks repeat the call); z-score; measured here: FP z-score; hits read low
An asterisk follows results filed as active; & = joins results of further samples.

Every second line gives: Polio RdRp inh	Polio RdRp inh FP z-score
> CCOC(=O)c1[nH]c(I)c(C(=O)OCC)c1C
  99	0
> CC(=O)c1cccc(NC(=O)c2nc(-c3ccccc3)n(-c3ccccc3C)n2)c1
  104	-0.7
> CCn1c(=O)n(CC)c2cc(S(=O)(=O)NC3CCCCC3)ccc21
  115	1.8
> CCOC(=O)C1=NN(c2ccc(OC)cc2)C(c2ccccc2)CC1=O (configuration not stated)
  107	0.4
> CCC(=O)Nc1cccc(NC(=O)c2cc3ccccc3o2)c1
  103	-0.1
> c1ccc(C2C3=C(Nc4ncnn42)c2ccccc2CCC3)cc1 (configuration not stated)
  102	0.1
> CCC(C)NC(=O)c1ccc(NC(=O)C2=CSCCO2)cc1 (configuration not stated)
  105	2.4
> COc1ccc2nc(-c3ccco3)c(-c3ccco3)nc2c1
  95	-0.9
> Cc1cc(C)cc(NC(=O)CSc2nc(-c3cccc(Cl)c3)nc3c2Cc2c(CO)cnc(C)c2O3)c1
  109	0.5
> CCCN(C(=O)c1nn(-c2ccc(C)cc2)c(=O)c2c1c1ccccc1n2C)c1ccccc1C
  101	-1.6
> O=C1CC(c2ccccc2)Cc2[nH]c(=O)c(C(=O)Nc3cccc(Cl)c3)cc21 (configuration not stated)
  110	0.7
> Oc1c(C(c2ccc(F)cc2)N2CCN(Cc3ccccc3)CC2)sc2nc(-c3ccco3)nn12 (configuration not stated)
  105	-0.2
> CN(CC(=O)Nc1cccnc1)S(=O)(=O)c1ccc(Br)cc1
  102	0
> Cc1ccc(-n2nc3c(N4CCCC(C(=O)NCCCN5CCCC5=O)C4)nnc(C)c3c2C)cc1 (configuration not stated)
  102	-0.1
> COc1ccc(-c2nc3ccccc3s2)cc1NC(=O)c1cc2ccccc2o1
  104	0.1

3 structures already listed, sorted by molar mass, rising.
Every second line gives: Polio RdRp inh	Polio RdRp inh FP z-score
> CCC(C)NC(=O)c1ccc(NC(=O)C2=CSCCO2)cc1 (configuration not stated)
  105	2.4
> CCOC(=O)C1=NN(c2ccc(OC)cc2)C(c2ccccc2)CC1=O (configuration not stated)
  107	0.4
> Oc1c(C(c2ccc(F)cc2)N2CCN(Cc3ccccc3)CC2)sc2nc(-c3ccco3)nn12 (configuration not stated)
  105	-0.2

The listing continues.
Every second line gives: Polio RdRp inh	Polio RdRp inh FP z-score
> CC(=O)Nc1ccc(C2SCC(=O)N2Cc2ccc3c(c2)OCO3)cc1 (configuration not stated)
  103	0.1
> CC1=C(C(=O)NCc2ccc(Cl)cc2)C2(CCCCC2)OC1=O
  100	-1.7
> COc1ccccc1CCNC(=O)c1cc2ccccn2n1
  106	-0.2
> CCc1nnc(SCc2nc(-c3ccc(OC)c(OC)c3)oc2C)c2cc3sc(C)cc3n12
  104	-0.7
> Cn1cccc1Cc1nnc(SCC(=O)N2CCc3ccccc32)n1CCc1ccccc1
  101	0.1
> O=C(Cn1nnnc1-c1ccccc1F)Nc1ccc(OC(F)(F)F)cc1
  103	-0.8
> C=CCNC(=O)Cn1c(-c2ccc(F)cc2)nc2ccccc21
  100	-0.1
> COc1cc(-c2noc(-c3cc4cc(F)ccc4oc3=O)n2)cc(OC)c1OC
  115	0
> Cc1cc(C)cc(Oc2nc3ccccn3c(=O)c2/C=C(\C#N)c2nc3ccccc3s2)c1
  83	-4.3
> NC(=O)COC(=O)c1cc2nc(Nc3ccccc3)sc2s1
  137	4.1
> COc1cccc(CNC(=O)CCCn2nc(C)n3c(cc4sccc43)c2=O)c1
  102	-1.2
> O=C(O)/C=C/C(=O)c1ccc(F)cc1
  43*	-8.5*
> COc1ccc(CCNC(=O)CCc2c(C)nc3c(-c4ccc(F)cc4)c(C)nn3c2C)cc1OC
  111	1.9
> COCCCNC(=O)c1c(NC(=O)Cc2coc3c(C)c(C)ccc23)sc2c1CCCC2
  115	0
> CN1CCC(N(C)C(=O)CCCc2nc3ccccc3s2)CC1
  103	0.2

Carrying on:
Every second line gives: Polio RdRp inh	Polio RdRp inh FP z-score
> COc1cccc(-c2cc(C(=O)NCc3cccnc3)on2)c1
  102	0.2
> COc1ccc(CNC(=O)CCc2c(C)c3cc4c(C)coc4c(C)c3oc2=O)cc1OC
  104	-1
> S=C(NCCc1ccccc1)NNc1nc2ccccc2o1
  37*	-8.6*
> CC(C)NC(=S)n1cc(C(=O)c2cc(Cl)cc(Cl)c2O)cn1
  104	0.6
> CC(C)(C)OC(=O)N1CCC(c2c(C(=O)NCCc3ccccc3)cnn2-c2ccc(F)cc2F)CC1
  109	0.7
> O=C(NN1CC(=O)N(C2CCCC2)C1=O)c1cccc2ncccc12
  104	0.9
> COCC(C)Nc1ncnc2c1c(-c1ccccc1)cn2-c1ccc(C)c(Cl)c1 (configuration not stated)
  103	0.5
> OC(CNC1CCCCC1)CN1c2ccccc2Sc2ccccc21 (configuration not stated)
  103	0.5
> COc1ccc(Nc2ccc3cc(S(=O)(=O)N4CCCC4)ccc3n2)cc1OC
  101	-1.1
> Cc1ccccc1C(=O)Nc1ccc(-c2nc3ccccc3o2)cc1
  100	-0.7
> Cc1c(Cl)cccc1-n1ncc(C(=O)N2CCN(C)CC2)c1C1CCN(C(=O)OC(C)(C)C)CC1
  114	1.6
> Cc1cccc(NC(=O)c2sc(-n3nc(C)c(Cc4ccc5c(c4)OCO5)c3C)nc2C)c1C
  103	0
> Cc1ccc(C)c(NC(=O)Cn2ncc3c(C)n(Cc4ccc(F)cc4)c(C)c3c2=O)c1
  109	0.5
> CCN(CC)C(=O)CSc1nc(C)cc(C)n1
  100	-0.2
> Cc1nc2scc(-c3cccs3)c2c(=S)[nH]1
  99	-0.2

Following part
Every second line gives: Polio RdRp inh	Polio RdRp inh FP z-score
> O=C(NCc1ccccc1)C1CCCN(C(=O)N2CCOc3ccccc32)C1 (configuration not stated)
  101	0.1
> Cc1ccc(Cn2ccnc2SCC(=O)Nc2ccc3c(c2)OCCO3)cc1
  109	0.5
> CCc1ccc(NC(=O)CSc2nc3ccsc3c(=O)n2C(C)CC)cc1 (configuration not stated)
  109	0.7
> CCOC(=O)N1CCC(NC(=O)CCc2c(C)nc3c(c(C)nn3-c3ccc(C)cc3)c2C)CC1
  101	0.4
> Cc1ccc(-c2onc(C)c2C)cc1S(=O)(=O)Nc1ccccn1
  106	-0.1
> COC(=O)c1cc(-c2cccs2)on1
  99	-1.1
> CC(Sc1nnnn1-c1ccccc1)C(=O)NCCC1=CCCCC1 (configuration not stated)
  100	-0.4
> Cn1c(N)c(C(=O)Cn2cc(S(=O)(=O)N3CCCC3)ccc2=O)c(=O)n(C)c1=O
  101	-0.1
> CCCn1c(=NC(=O)C(C)(C)C)sc2cc3c(cc21)OCO3
  100	-0.9
> CN1C(=O)C(=Cc2cc3c(cc2Cl)OCO3)C(=O)N(C)C1=S
  98	-0.5
> CNS(=O)(=O)c1cn(CC(=O)Nc2ccc(OC)cc2OC)cc1S(=O)(=O)NC
  108	0.5
> CCC(=O)Nn1cnc2c(c1=O)C1(CCCCC1)Cc1ccccc1-2
  102	0
> CC(Cc1ccc(O)cc1)NCC(O)c1cc(O)cc(O)c1 (configuration not stated)
  100&97	0.1&-0.5
> Cc1cc(-n2c(C)cc(C(=O)COc3ccc4ccc(=O)oc4c3)c2C)no1
  103	0.3
> CN1C(=O)C(C(N)=O)=C(N)C12CCCC2
  105	0.6

Later entries
Every second line gives: Polio RdRp inh	Polio RdRp inh FP z-score
> CCOc1ccc(N(CC)S(=O)(=O)N2CCCC(C(=O)NCCc3ccc(OC)cc3)C2)cc1 (configuration not stated)
  108	-0.7
> NC(=O)c1nn(CC(=O)N2CCCC2c2ccc3c(c2)OCCCO3)c(=O)c2ccccc12 (configuration not stated)
  102	0
> CCN(C(=O)C1CCCN1S(=O)(=O)c1ccc2c(c1)n(C)c(=O)c(=O)n2C)c1ccccc1 (configuration not stated)
  98	-1.4
> CCC1CCc2nc3sc(C(=O)Nc4cccc(C(F)(F)F)c4)c(N)c3cc2C1 (configuration not stated)
  110	-0.1
> Cc1cc(N(C)C)n2nc(Cc3ccccc3)nc2n1
  101	-0.3
> CC(=O)N1CCC(N(C(=O)Nc2cccc(Br)c2)C(C)C)CC1
  103	0.8
> CC(C)(C)NC(=O)CSc1ncnc2c1cnn2-c1ccccc1
  101	-0.3
> Cc1cc(C)cc(C(=O)NCCc2csc(-c3ccc(C(F)(F)F)cc3)n2)c1
  112	1.2
> Cc1ccc(CNC(=O)c2ccc3oc(=O)n(Cc4ccccc4)c3c2)cc1
  110	0.8
> CCn1c(SCc2ccccc2C)nc(=O)c2c(C(=O)OC)cc(C3CC3)nc21
  102	-1.4
> CC1(C)N=C(c2ccccc2)C(=O)N1CC(=O)Nc1ccccc1
  105	1
> Cc1cc2occ(CC(=O)N(C)C)c2cc1Cl
  104	1
> CC1(C(=O)c2ccccc2)C2c3cc(Br)ccc3OC(=O)C21C(=O)N1CCCCC1 (configuration not stated)
  103	0.4
> NS(=O)(=O)c1ccc(CCNC(=O)c2ccc(Cn3c(=O)[nH]c4ccccc4c3=O)cc2)cc1
  105	0.9
> CCc1ccc(NC(=O)C(=O)NCC(c2cccnc2)N2CCN(c3ccc(F)cc3)CC2)cc1 (configuration not stated)
  103	-1.3

Carrying on.
Every second line gives: Polio RdRp inh	Polio RdRp inh FP z-score
> O=C(c1cccc(C(F)(F)F)c1)N1CC(=O)N(CCc2ccccc2)C(=O)C1
  104	1.1
> c1ccc2[nH]c(NC3=NCCCCC3)nc2c1
  95	-0.7
> Cc1ccc(S(=O)(=O)c2nc(S(C)(=O)=O)sc2N(C)C)cc1
  98	-0.9
> CC(=O)Nc1cccc(C2=Nc3ccccc3SC(c3ccccc3)C2)c1 (configuration not stated)
  100	-0.3
> S=c1[nH]nc(-c2ccccc2)n1CC1CCCO1 (configuration not stated)
  104	0.9
> CCC(Sc1nc2c(sc3ccccc32)c(=O)n1CCc1ccccc1)C(=O)N1CCOCC1 (configuration not stated)
  103	0.2
> O=C(CSc1ccccc1Cl)Nc1ccc(N2CCOCC2)cc1
  101	0
> CC(C)(C)C/C(=N/O)c1ccccc1
  101	-0.1
> CCOC(=O)/C(C#N)=N\Nc1cc(C)cc(C)c1
  105	1
> COc1ccc(OC)c(C2C(C(=O)Nc3ccc(C)cc3)=C(C)Nc3nnnn32)c1 (configuration not stated)
  105	0
> O=C(Nc1nnc(S(=O)(=O)N2CCCCCC2)s1)c1ccccc1Cl
  104	-1
> COc1ccc(CNC(=O)CCS(=O)(=O)c2cc3c4c(c2)CCN4C(=O)CC3)cc1OC
  108	0.1
> C(=N\NC1=NCCCCC1)/c1cn(-c2ccccc2)nc1-c1cccnc1
  89	-0.9
> CCCN(CCC)C(=O)CSc1ccc(C)cc1
  101	0.2
> Brc1cc2c(cc1CSc1nnc(Cc3ccccc3)o1)OCO2
  103	0.1

Full records from above. Screens in order: Polio RdRp inh	Polio RdRp inh FP z-score
CCc1ccc(NC(=O)C(=O)NCC(c2cccnc2)N2CCN(c3ccc(F)cc3)CC2)cc1 (configuration not stated) is listed with 103	-1.3
CC(=O)N1CCC(N(C(=O)Nc2cccc(Br)c2)C(C)C)CC1 is listed with 103	0.8
CC(=O)c1cccc(NC(=O)c2nc(-c3ccccc3)n(-c3ccccc3C)n2)c1 is listed with 104	-0.7
Cc1cc(C)cc(NC(=O)CSc2nc(-c3cccc(Cl)c3)nc3c2Cc2c(CO)cnc(C)c2O3)c1 is listed with 109	0.5

Next records:
Every second line gives: Polio RdRp inh	Polio RdRp inh FP z-score
> CN(C)c1ccc(CNC(=O)Cn2ccc3cc(S(=O)(=O)N4CCCCCC4)ccc32)cc1
  103	-1.1
> CC1=C(C#N)C(NC(=O)c2ccncc2)(C(F)(F)F)C(=O)N1 (configuration not stated)
  101	0.2
> CCc1nc2ccccc2n1CCc1ccccc1
  99	-0.9
> N#C/C(=C\N1CCC(C(F)(F)F)CC1)S(=O)(=O)c1ccccc1
  102	0.2
> Cc1nnc(Sc2nc(Sc3nnc(C)s3)nc(N3CCCCC3)n2)s1
  101	-0.1
> Cc1ncc(CNC(=O)N(CCCl)N=O)c(N)n1
  99	-0.1
> Cc1ccc(-c2nc3sc(CCNC(=O)c4ccc(F)c(F)c4)c(C)n3n2)cc1
  108	0.3
> Cc1c(C(=O)NCCc2ccccc2)cccc1-n1cnc2cccnc21
  107	0
> Cc1cc(C)n(CCCC(=O)O)c(=O)n1
  101	-0.2
> CCOc1ccc(Br)cc1C1C(C(=O)OC)=C(N)Oc2cc(N(C)C)ccc21 (configuration not stated)
  103	0.5
> CCN(CCCNC(=O)c1cc2c(=O)[nH]c3ccc(C)cc3c2s1)Cc1ccccc1
  87*	-4.7*
> Cc1ccc2n1CCn1cc(-c3ccccc3)cc1-2
  115	5.6
> CCn1nc(-c2ccccc2)c(-c2ccccc2)c(C(=O)Nc2ccc(S(N)(=O)=O)cc2)c1=O
  108	0.4
> O=C(Oc1ccccc1)C1C2CCCCC21 (configuration not stated)
  102	0.1
> Cc1nn(-c2ccccc2)c2nc(-c3cccs3)cc(C(=O)OCC(=O)N3CCCC3)c12
  102	0

Part of the list above in another layout:
mol: CC1=C(C#N)C(NC(=O)c2ccncc2)(C(F)(F)F)C(=O)N1 (configuration not stated)
- Polio RdRp inh = 101
- Polio RdRp inh FP z-score = 0.2

mol: CCc1nc2ccccc2n1CCc1ccccc1
- Polio RdRp inh = 99
- Polio RdRp inh FP z-score = -0.9

Remaining list, next part:
Every second line gives: Polio RdRp inh	Polio RdRp inh FP z-score
> O=C1COc2ccccc2N1Cc1ccc(OC(F)(F)F)cc1
  100	-0.5
> CN(C)S(=O)(=O)c1ccc(Nc2nc3ccccc3n3nnnc23)cc1
  102	0
> O=C(COC(=O)c1cccc2ccccc12)Nc1ccccc1Cl
  102	0.4
> O=C(CSc1nnc(-c2ccccc2F)o1)N1CCc2ccccc21
  110	1.1
> O=c1nc(Nc2ccccc2)[nH]c(=O)[nH]1
  104	0.1
> O=P(CN(Cc1cccs1)CC1CCCO1)(c1ccccc1)c1ccccc1 (configuration not stated)
  100	-0.3
> NC(=O)Cn1c(=O)n(CCCCCC(=O)NCc2ccc3c(c2)OCO3)c(=O)c2sccc21
  108	0.5
> CCc1nc2ccccc2c(N)c1C
  90*	-1.5*
> Cc1cc(-n2c(C)cc(C(=O)CSc3ccc(S(=O)(=O)N(C)C)cn3)c2C)no1
  99	-0.3
> COc1ccc(-c2[nH]ncc2Oc2ccccc2)c(O)c1
  103	1.3
> Cc1ccc(CNC(=O)CN(c2ccc(C(C)C)cc2)S(=O)(=O)c2c(C)n[nH]c2C)cc1
  105	0.2

An excerpt; rates above refer to the full screens.
